# DAX1 inh-1: inhibits human nuclear receptor DAX1. inhibition, % at 6.75 µM. 340,000 compounds, 0.99% hits. P51843. HEK293 Gal4-DAX1 luciferase reporter, luminescence. AID 504766;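 active means inhibition above the mean over all tested compounds plus 3 SD, cut at about 4.2% in these data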;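 further: 0% = DAX1-transfected cells with DMSO and 100% = empty-vector control cells with DMSO; inhibition shows as a rise in luminescence from relieved DAX1 repression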
# Target sequence (P51843 207-470 limits assumed): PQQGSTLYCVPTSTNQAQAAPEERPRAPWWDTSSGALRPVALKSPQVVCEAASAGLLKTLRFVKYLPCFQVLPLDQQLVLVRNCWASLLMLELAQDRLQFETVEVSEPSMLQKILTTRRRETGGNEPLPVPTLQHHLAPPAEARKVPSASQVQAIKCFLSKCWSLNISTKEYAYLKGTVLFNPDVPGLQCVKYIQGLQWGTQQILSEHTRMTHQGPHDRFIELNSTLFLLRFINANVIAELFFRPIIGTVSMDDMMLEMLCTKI
# PLCg1 inh: inhibitors of human phospholipase C gamma1. P19174. purified PLC-gamma1, fluorogenic substrate, fluorescence. inhibition, % at 12.2 µM. 370,000 compounds, 0.84% hits. AID 720700; in the data active means inhibition above about 9.5%
# GAA850 FXN act: increases GAA850 frataxin promoter reporter activity. HEK293 lucGAA850 FXN promoter luciferase reporter, 24 h; percent of 10 µM SAHA response. activation, % at 6 µM. 360,000 compounds, 0.56% hits;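 active means activation above the average of all compounds screened plus 3 SD, cutoff fixed separately per campaign, cut at about 7.5% in these data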;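 further: 0% = DMSO wells and 100% = 10 µM SAHA wells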
# hcDAF12 agonist: activates DAF-12 receptor from parasite H. contortus | HEK293 hcDAF-12 lit1-tk-luc reporter, luminescence; 0% DMSO, 100% Δ7-dafachronic acid | activation, % at 6.8 µM | 370,000 compounds, 1.4% hits | AID 652067;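 active means activation above the mean of all tested compounds plus 3 SD, cut at about 5.5% in these data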;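 further: 100% = response to 3 µM Δ7-dafachronic acid high control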
# DAX1 inh-2: DAX1 (NR0B1) inhibition, primary screen; HEK293T StAR-luciferase reporter, SF-1/DAX-1 repression relief; AID 652010; 370,000 compounds, 1.1% hits; inhibition, % at 6.8 µM;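 active means inhibition above the mean over all tested compounds plus 3 SD, cut at about 3.6% in these data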;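 further: 0% = DAX-1 cells with DMSO and 100% = cells lacking DAX-1 with DMSO; higher inhibition means more luminescence from relief of DAX-1 repression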
# ADAM10 inh: inhibitors of human ADAM10; O14672; 370,000 compounds, 0.62% hits; inhibition, % at 7 µM; recombinant ADAM10, EDANS/DABCYL FRET peptide cleavage, 3 h;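 active means inhibition above a per-campaign cutoff equal to the mean of compounds falling between control-based bounds plus 3 SD, cut at about 20% in these data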;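 further: 0% = DMSO wells while the 100% control is not disclosed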
# PLCb3 inh: blocks human PLC-beta3 enzyme activity; Q01970; Purified PLC-beta3, fluorogenic substrate, fluorescence; inhibition, % at 12.2 µM; 370,000 compounds, 0.18% hits; in the data active means inhibition above about 11%;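 further: 0% = median of compound wells on plate and 100% = full blocker control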
# HGIII-sPLA2 inh: Blocks human group III sPLA2 activity; Q9NZ20; QFRET BODIPY PC-A2 liposome hydrolysis, fluorescence; inhibition, % at 12.2 µM; 370,000 compounds, 0.56% hits; AID 743126;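 active means inhibition above mean plus 3 SD of compounds lying within the high and low control bounds, cut at about 19% in these data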;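 further: 0% = median of test compound wells and 100% = no enzyme DMSO wells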
# Target sequence (Q9NZ20 whole entry, looked up): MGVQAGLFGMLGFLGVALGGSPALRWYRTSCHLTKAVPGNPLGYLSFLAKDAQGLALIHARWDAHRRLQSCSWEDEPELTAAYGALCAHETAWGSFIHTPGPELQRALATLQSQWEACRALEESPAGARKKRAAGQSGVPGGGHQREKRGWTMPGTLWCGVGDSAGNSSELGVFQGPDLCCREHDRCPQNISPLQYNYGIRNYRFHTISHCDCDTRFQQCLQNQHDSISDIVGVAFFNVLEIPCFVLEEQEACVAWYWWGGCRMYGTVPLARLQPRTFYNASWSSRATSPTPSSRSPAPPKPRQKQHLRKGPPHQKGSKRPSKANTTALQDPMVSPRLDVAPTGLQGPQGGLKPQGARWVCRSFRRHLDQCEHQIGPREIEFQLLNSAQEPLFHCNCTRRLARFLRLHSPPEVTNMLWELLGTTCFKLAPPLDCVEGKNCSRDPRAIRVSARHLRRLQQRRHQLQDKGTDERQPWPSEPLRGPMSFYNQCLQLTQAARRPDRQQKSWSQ
# hgDAF-12 ag: hgDAF-12 agonism, primary luciferase screen. HEK293 GAL4-hgDAF12 UAS-luciferase reporter, agonist luminescence; normalized to butyrate control. activation, % at 6.8 µM. 370,000 compounds, 1.8% hits. AID 687014;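 active means activation above a cutoff set at the mean of all screened compounds plus 3 SD, cut at about 10% in these data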;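 further: 0% = DMSO wells and 100% = sodium butyrate wells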
# ADAM17 inh: inhibits human ADAM17. 370,000 compounds, 0.83% hits. inhibition, % at 6.95 µM. recombinant ADAM17, EDANS/DABCYL FRET peptide cleavage. AID 720648. P78536;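 active means inhibition above the mean of compounds lying between control limits plus 3 SD, set per campaign, cut at about 8.5% in these data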;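 further: 0% = DMSO-only wells as the low control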
# ssDAF-12 act: S. stercoralis DAF-12 activation, primary screen; activation, % at 6.8 µM; AID 652126; HEK293 ssDAF-12/GRIP1 lit1-tk-luc reporter, luminescence; % of 3 µM dafachronic acid response; 370,000 compounds, 1% hits;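 active means activation above the mean over all tested compounds plus 3 SD, cut at about 0.9% in these data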;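 further: 0% = DMSO-only wells and 100% = 3 µM delta7-dafachronic acid wells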
# Numbers without * were called inactive; i = inactive; . = not tested or not shown.
Molecule	DAX1 inh-1	PLCg1 inh	GAA850 FXN act	hcDAF12 agonist	DAX1 inh-2	ADAM10 inh	PLCb3 inh	HGIII-sPLA2 inh	hgDAF-12 ag	ADAM17 inh	ssDAF-12 act
O=C(Nc1ccc(-c2ccco2)cc1)C1CCCN(Cc2ccc(CO)o2)C1 (centres undefined)	-0.1	-6	0.2	0.7	1.6	-3	-17	-17	-0.2	4	-1.0
c1ccc(-c2nccc(-c3ccc4c(c3)OCO4)n2)cc1	1.9	-41	2.9	5.4	0.2	-61	-66	-7	9.4	-23	-0.8
CCn1nc2cc(C(=O)NCc3cc(C(F)(F)F)cc(C(F)(F)F)c3)ccc2c1OC	-0.7	-351	0.2	-2.4	1.1	i	i	-3	-3.6	-152	-1.7
Cc1cn([C@H]2C[C@H](O)[C@@H](CNCc3cc(Br)ccc3OCc3ccccc3)O2)c(=O)[nH]c1=O	-0.4	2	-2.4	0.1	0.2	-5	3	-1	0.5	-1	-1.1
CCNC(=O)C1(C)CCN1C(=O)CCc1cccc(Cl)c1 (centres undefined)	.	14*	1.8	-1.1	0.1	12	8	-3	3.7	7	-0.8
O=c1c2cc(NC(=S)N3CCC(N4CCCCC4)CC3)ccc2nc2n1CCCCC2	0.0	-17	-1.6	-0.8	0.8	-101	-31	5	0.0	-35	-1.2
Cc1cc(C)cc(-n2nnc(C(=O)NCc3ccccc3)c2N)c1	-1.6	2	1.9	-1.7	-0.3	5	5	-1	0.6	4	-1.0
CCOC(=O)[C@]12CCC=C1N(Cc1cccc3ccccc13)C(=O)[C@H](CC(=O)NCCCOC)C2	.	1	.	-0.8	2.1	4	-2	-14	-0.1	-2	-0.6
CCOC(=O)c1ccoc1CSCC(=O)N1CCN(S(=O)(=O)c2ccc(C)cc2)CC1	-2.3	0	-1.2	-1.1	-0.3	4	2	-10	-0.5	-2	-1.3
CN(C)c1cccc(NC(=O)c2ccc(-c3ccc(F)c(F)c3)c3ccoc23)c1	.	1	-1.4	-0.9	0.7	4	-5	2	4.6	3	-0.8
COC(=O)C1CCN(C(=O)COC(=O)CNC(=O)c2ccc(Cl)cc2Cl)CC1	1.1	2	-1.3	-1.8	0.3	-5	-5	6	-1.6	-8	-0.6
O=Cc1cc2c(cc1[B-](F)(F)F)OCO2	0.3	-52	-3.2	-0.3	0.2	-72	-76	15	0.0	-14	-1.2
CC1CCCN(S(=O)(=O)c2cc3c4c(c2)C(C)C(=O)N4CCC3)C1 (centres undefined)	0.8	-1	-0.3	0.0	-0.1	-7	-9	-26	0.3	-4	-1.4
COc1ccc(NC(=O)[C@H](C)NC(=O)C2CCN(S(=O)(=O)c3ccc(OC)cc3)CC2)cc1	0.1	2	0.8	-3.5	0.2	-2	-6	-5	0.3	-1	-1.1
CCc1nc2ccccc2nc1N1CCN(S(=O)(=O)c2ccccc2)CC1	.	2	-0.1	-0.9	0.1	-3	-4	1	-0.5	-1	-1.5
CCC(=O)c1cc(F)c(N2CCN(C(=O)c3ccco3)CC2)cc1C	-0.1	-2	1.1	-0.4	1.2	-10	2	-1	4.1	-2	-1.1
COc1ccc2nc(NC(=O)CS(=O)(=O)c3ccc(C)cc3)sc2c1	-0.1	-6	-0.2	-3.3	-0.4	-14	-17	-22	-1.3	-7	-0.9
Cc1cccc(NC(=O)CCCc2ccccc2)c1C	3.0	2	2.0	-1.2	0.3	-2	-5	-1	-0.8	0	-1.4
Cc1ccc(C(=O)n2nc(-c3cccnc3)nc2N)cc1	0.1	0	0.3	-0.7	-1.1	-8	-2	0	9.9	-4	-0.9
Nc1ccc(-n2cc(-c3ccccc3)[nH]c2=S)cc1	0.8	-1	3.1	2.4	0.7	8	-9	17	10	5	-0.1
O=C(Cn1cnc2cc([N+](=O)[O-])ccc2c1=O)Nc1ccc(Br)cc1	0.7	-5	1.8	-2.1	-0.3	-7	-19	1	2.0	-2	-0.2
Cc1ccccc1Cn1ccc(NC(=O)c2cc3ncc(Br)cn3n2)n1	1.3	-1	0.2	-0.1	-0.4	-1	-4	-4	1.3	-2	-1.6
CCn1nc(Cc2cccc3ccccc23)c(C#N)c1N	-0.4	-2	1.4	-1.4	1.2	3	-3	-4	0.9	-1	-1.2
CC1CN(C(=O)C2(C)CC2(Cl)Cl)CC(C)O1 (centres undefined)	-0.1	1	0.8	0.9	-0.2	-1	1	11	-0.2	-1	-1.1
CN1C(=O)C(CC(=O)O)S/C1=N\N=C\c1ccc(O)cc1O (centres undefined)	0.5	-39	2.6	-0.5	-0.3	-7	-55	-8	1.1	-2	-0.8
CN(C)CCN(C)C1CN(C2CCCC2)S(=O)(=O)C1 (centres undefined)	.	2	.	-0.5	3.0	-9	1	3	4.3	-6	-1.0
COc1ccc(C(=O)NCc2nnc(SCC(=O)N3CCc4ccccc43)o2)cc1OC	-0.9	4	0.6	-0.8	-1.1	3	4	1	0.2	-3	-1.0
CC(=O)Nc1ccc(NC(=O)C2CCCN2C(=O)Nc2ccccc2[N+](=O)[O-])cc1 (centres undefined)	-0.2	-3	-0.5	-1.9	-0.1	-1	-4	4	-1.8	-3	-1.4
CC(C)(Cc1ccc(O)cc1)NC(=O)CC(=O)N=Nc1c(O)[nH]c2cc(Br)ccc12	0.5	5	-0.2	-0.3	-0.2	6	1	-51	-5.7	3	-1.2
COc1ccc(CCNC(=O)c2cc(S(=O)(=O)N3CCCCC3)ccc2Cl)cc1	-2.1	-2	0.2	-0.1	-0.6	-3	-3	9	-2.6	-3	-1.1
Cc1ccc(C(=O)Nc2ccn(Cc3ccc(F)cc3)n2)o1	1.6	2	2.6	6.9*	0.8	-1	-2	9	2.4	-2	0.4
CNCc1ccccc1Sc1cc(O)ccc1O	-0.1	-10	3.1	-2.5	-0.1	-4	-16	20*	0.6	-5	-1.4
CCC(=O)Oc1ccc(C2N(C(=O)CC)CCN2S(=O)(=O)c2ccc(C)cc2)cc1OC (centres undefined)	-0.2	1	-2.8	-0.6	-0.7	-1	1	-2	-2.3	-4	-0.8
COc1cc(NS(=O)(=O)c2ccc(N/C=C\C(=O)c3ccc(F)cc3)cc2)nc(OC)n1	1.1	-17	0.8	6.4*	2.5	1	-20	-27	3.8	0	0.1
CC(C)CC(N)c1csc(Nc2ncccn2)n1 (centres undefined)	.	0	-1.9	-2.2	-2.8	-14	1	5	2.2	-2	-0.8
COc1ccc(N(C)S(=O)(=O)c2cccc(C(=O)Nc3cccc(C(=O)NC4CC4)c3)c2)cc1	-1.5	3	-2.4	-1.5	-1.8	-6	-7	-10	-1.8	2	-1.2
Cn1c(=O)[nH]c(=O)c2c1nc(Br)n2CC(O)COCc1ccccc1 (centres undefined)	0.3	4	-0.3	-0.1	-0.2	-10	-2	-7	0.2	4	-1.1
COc1ccc(S(=O)(=O)N2CCC(C(=O)NCc3ccccn3)CC2)cc1OC	0.2	4	-1.7	-1.5	-0.2	3	4	-1	-3.3	1	-0.9
COc1ccc2nc(SCC(=O)NCC3CCCO3)c(C#N)cc2c1 (centres undefined)	-1.6	-7	-2.1	-0.8	-0.1	-32	-19	6	3.8	-11	-1.1
COCCCN(C(=O)c1ccc(-c2ccc(C(C)=O)cc2)o1)c1c(N)n(CC(C)C)c(=O)[nH]c1=O	0.3	-73	1.6	0.2	0.2	-192	-99	7	-0.8	-62	-0.8
COc1cccc(C(=O)Nc2nc(-c3ccncc3)cs2)c1	-1.5	-7	-0.8	-2.7	-1.2	0	-5	3	-3.2	-4	-1.6
O=C(NCc1ccco1)C1CCCN1C(=O)Nc1ccccc1[N+](=O)[O-] (centres undefined)	0.5	-1	1.2	-1.0	-0.2	-3	-7	1	1.1	-4	-0.9
CCC(C)Nc1nc(Cl)nc(NCCOc2ccccc2)n1 (centres undefined)	0.6	4	6.2	0.0	1.6	3	4	7	2.6	3	-1.0
O=C(COc1ccc(C(=O)c2ccccc2)cc1)Nc1ncccc1O	0.2	-2	-0.1	-1.1	-1.5	-1	-14	-13	1.8	-2	-0.5
CC1=C(C(=O)N2CCOCC2)C(c2c(C)cc(C)cc2C)NC(=S)N1 (centres undefined)	-0.1	-2	2.1	-1.4	-0.1	0	-5	4	-0.7	0	-1.2
COc1ccccc1NC(=O)CSc1nnc(-c2ccc(C)cc2)o1	0.7	-2	4.6	4.1	6.3*	2	2	-2	14*	-1	-0.3
COCCN(Cc1cc2cc(C)cc(C)c2nc1Cl)C(=O)Nc1ccccc1	-0.8	-1	-3.2	-1.6	0.6	0	0	15	-2.3	0	-1.1
CN1C(=O)/C(=C/c2cccc(Cl)c2)Sc2ccc(C(=O)NCc3cccnc3)cc21	0.3	-35	1.1	-1.5	-0.7	-13	-63	-5	1.1	-7	-1.9
COc1ccc(N2CCN(S(=O)(=O)CCNC(=O)COc3ccc(Cl)cc3)CC2)cc1	0.5	-4	0.1	-0.1	0.0	7	-8	14	-0.2	-4	-1.2
CC(=O)Nc1ccc2nc(NC(=O)COc3ccc(C)cc3)sc2c1	0.8	0	-0.1	-0.5	0.4	-56	-2	-7	3.0	-4	-0.8
CC1C(=O)N(Cc2cn(CC3CCCCC3)nn2)CCS(=O)(=O)N1Cc1ccc(-c2ccc(Cl)c(Cl)c2)cc1 (centres undefined)	-0.2	-3	0.1	-0.3	0.7	-4	3	-12	4.9	2	-0.5
O=C(Nc1cccc(-n2cnnn2)c1)c1cnccc1Cl	-0.1	2	-0.7	-0.9	-1.2	2	-3	-3	1.3	-2	-1.1
COc1ccccc1-c1ocnc1C(=O)N1CCN(C(=O)C(c2ccccc2)c2ccccc2)CC1	-0.9	0	-1.5	-0.7	-0.4	2	-4	-7	0.7	-2	-1.1
CCNC(=S)N1CCN(CC(=O)Nc2ccc(OC)cc2)CC1	0.8	0	0.0	1.3	-1.0	-51	-4	3	-1.7	-9	-1.3
Cc1cc2c(cc1C)-n1nnnc1C(N(C)CCc1ccccc1)C(=O)N2 (centres undefined)	.	-7	.	-1.6	-0.7	-12	-8	-11	3.0	-3	-0.3
CCCC(C)c1nnc(NC(=O)CCS(=O)(=O)Cc2ccccc2)s1 (centres undefined)	-0.5	0	1.2	-2.4	0.1	-1	2	1	-0.1	2	-0.7
Cc1cc(C)n(-c2nc3c(c(=O)n(C)c(=O)n3C)n2C)n1	2.3	2	-0.2	0.9	0.1	-4	1	4	-1.3	-6	-0.9
COc1ccc(Cn2c(=O)[nH]c3cc(C(=O)N4CCN(c5ccccn5)CC4)ccc3c2=O)cc1	-0.3	0	-0.8	-0.5	0.2	2	-8	-6	-1.5	-1	-1.8
O=C(O)C1C(c2ccccc2)C(C(=O)Oc2ccccc2)C1c1ccccc1 (centres undefined)	1.8	1	-0.5	-0.5	0.1	-4	2	-6	1.1	-2	-0.9
